High-throughput results as filed in PubChem.
TTR transcr act – TTR transcription activators in neuroblastoma reporter cells, primary screen, cell-based, luminescence, SH-SY5Y, TTR promoter Gaussia luciferase. 100% = recombinant luciferase protein wells. activation, % at 16.7 µM. 92,000 compounds, 1.3% hits. AID 1117267, 2014;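 active = activation above the mean of all tested compounds plus 3 SD, cut at about 9.5% in these data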;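 also: cells exposed to compounds for one day before reading; 0% = median of all test compound wells on the plate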
The depositor's hits bear a star.

TTR transcr act | mol
-0.9 | Cc1sc2nc(-c3cccnc3)nc(Cl)c2c1-c1ccccc1
-1.6 | CCCn1nnc(NC(=O)/C=C/c2ccccc2)n1
1.0 | N[C@@H](Cc1ccc(O)cc1)c1nnc([C@H](CO)NC(=O)C2CCNCC2)o1
3.1 | Cc1cc(C(=O)N/N=C/c2ccc[nH]2)no1
-1.3 | O=C(NC(=S)NCc1ccccc1)c1cccc(Cl)c1
11* | O=C(Nc1ccc2ncccc2c1)c1ccccc1Cl
3.6 | N#CC1(c2ccccc2)CCC(=O)N1Cc1ccccc1 (configuration not stated)
-3.0 | CCOc1ccc(CCNC(=O)CSc2cc(=O)n(CC)c3ccccc23)cc1OCC
1.0 | CCOC(=O)c1sc2nc(CC(=O)OC)nc(NCCN(CC)CC)c2c1C
3.0 | COc1cccc(NC(=S)N(Cc2ccco2)C(C)c2ccco2)c1 (configuration not stated)

TTR transcr act, what is marked active above
TTR transcr act | mol
11* | O=C(Nc1ccc2ncccc2c1)c1ccccc1Cl

Next part.
TTR transcr act | mol
1.9 | Cc1ccc(/C=N/NC(=O)c2cccnc2)s1
2.9 | Cn1cc(C(=O)c2ccc(F)cc2)cc1-c1nc2ccccc2n1C
0.7 | CCCCCCCCNC(=O)/C(C#N)=C/c1ccc(SC)cc1
1.7 | COc1ccc(-c2nc(=S)c3ccc4ccccc4c3[nH]2)cc1
2.0 | CC(C)(C)/C=N/NC(=O)C1CC1
-0.3 | Cc1ccc(S(=O)(=O)ON2C(=O)c3ccccc3C2=O)c(C)c1
1.8 | CCNCC(O)COCC(O)CNCC (configuration not stated)
0.5 | O=c1[nH]c2cc(Br)cnc2nc1/C=C(\O)c1ccc(F)cc1
-1.6 | COc1ccc(/C(C)=N/NC(=O)Cn2nc([N+](=O)[O-])cc2C)cc1
0.8 | CC(C)=CCC[C@](C)(OC1OC(COC2OCC(O)C(O)C2O)C(O)C(O)C1O)C1CC[C@]2(C)C1C(O)CC1[C@@]3(C)CCC(O[C@@H]4O[C@H](CO)C(O)C(O)C4O[C@@H]4OC(CO)C(O)C(O)C4O)C(C)(C)C3CC[C@]12C (some centres not stated)

TTR transcr act | mol
4.6 | COc1ccc(CNC(=O)/C=C/c2ccc(OCCCF)cc2)cc1OC
-1.3 | CC(=O)Nc1ccc(S(=O)(=O)N2CCC(C(=O)O)CC2)cc1
-1.2 | Cc1cc(C)nc(N(C#N)Cc2ccccc2Cl)n1
0.6 | Cc1cc2nnc(SCC(=O)NCC(c3ccccc3)N(C)C)n2c2ccccc12 (configuration not stated)
2.8 | COc1cc(C(=O)N(Cc2ccc(C)o2)C2CCS(=O)(=O)C2)cc(OC)c1OC (configuration not stated)
0.6 | COc1ccc(C=NNC(=O)NN=Cc2ccc(OC)c(OC)c2)cc1OC
-2.0 | CC(=NNC(=S)SCc1ccccc1)c1ccccn1
3.8 | COCCNC(=O)C(=O)NNC(=O)CCc1ccccc1
-0.5 | COc1cccc(N2CC(O)Cn3c2nc2c3c(=O)[nH]c(=O)n2C)c1 (configuration not stated)
-0.4 | CC(C)(N[C@@H](Cc1ccccc1)C(=O)NCCc1c[nH]c2ccccc12)C(=O)NC1CCCCC1

TTR transcr act | mol
2.3 | CC1CCCCC1NCc1cccc([N+](=O)[O-])c1 (configuration not stated)
0.5 | Cc1c(C(=O)NCCSCc2cccc(C(F)(F)F)c2)cnn1-c1ccc(Cl)cc1
2.4 | COc1ccc(OCCCC(=O)N(C)CC(=O)Nc2ccccc2Cl)cc1
-1.8 | CC1=CC(C)(C)NC(=S)N1NC(=O)c1ccccc1Cl
-0.8 | C=C(C)c1cccc(C(C)(C)NC(=O)NCc2ccc(OC)c(OC)c2)c1
1.6 | CCOc1cc(/C=C2\SC(N3CCCCC3)=NC2=O)ccc1O
1.7 | COc1ccc(NC(C)=O)cc1S(=O)(=O)N1CC=C(c2ccccc2)CC1
0.3 | CSc1ccc(CCNC(=O)c2cc(C)nn2-c2ccccc2)cc1
-0.1 | O=S1(=O)N=C(Nc2nncs2)c2ccccc21
-4.6 | COc1nc(NCc2ccco2)nc(N2CCC(C)CC2)n1

TTR transcr act | mol
-0.9 | Cc1cc(Br)cc(C=Nc2ccc(N3CCOCC3)cc2)c1O
-1.4 | CCOC(=O)C1CCN(C(=O)Cc2ccc(C)cc2)CC1
0.4 | CCOc1ccc(N2C(=O)C(CC(=O)Nc3ccc(F)cc3)N(Cc3ccccn3)C2=S)cc1 (configuration not stated)
2.0 | O=c1cc(O)c(-c2cccc(C(F)(F)F)c2)c(Cl)[nH]1
3.4 | Cc1ccccc1NCc1nc2ccccc2n1C
-2.2 | Cc1nnc(SCC(=O)Nc2ccc(N3CCOCC3)cc2)n1-c1ccccc1
-1.0 | CC(CC(=O)N1CCN(c2ccc(C(F)(F)F)cn2)CC1)n1ccnc1 (configuration not stated)
13* | CCOC(=O)C1=C(c2ccccc2)OC(N)=C(C#N)C1c1ccco1 (configuration not stated)
0.1 | C/C(=N\NC(=O)CN(c1ccccc1Br)S(C)(=O)=O)c1ccc2c(c1)OCCO2
-0.6 | Cc1nc2c3cnn(-c4ccc(C)c(C)c4)c3ncn2n1

TTR transcr act | mol
-1.1 | COC(=O)c1ccc2c(c1C(=O)OC)CN(S(=O)(=O)C(C)(C)C)[C@H]2CCO
-0.3 | COCC[N+]1(C)CCCCC1
1.0 | Cc1[nH]cnc1C(=O)N/N=C/c1c(Cl)cccc1Cl
-1.1 | c1coc(-c2nc3nc4ccccc4nc3n2CC2CCCO2)c1 (configuration not stated)
-0.8 | O=C(Nc1cccc(Cl)c1)NC1CC2CCC(C1)N2Cc1ccco1 (configuration not stated)
0.8 | COc1ccc(OCCNC(=O)/C=C/c2ccccc2)cc1
-1.3 | COC(=O)[C@@H]1CCCN1C(=O)CCc1nnc(CCC2CCCCC2)o1
0.0 | C/C(=N\NC(=O)Cc1cc(=O)[nH][nH]1)c1cccc([N+](=O)[O-])c1
1.4 | C=CCC(O)(CC=C)CNC(=O)c1ccc(OC)c(OC2CCN(C(C)=O)CC2)c1
1.9 | Nc1nc(N)c(N=Nc2ccc(C(=O)O)cc2)c(N)n1

Random excerpt: five records from the list.
TTR transcr act | mol
-1.3 | CC(=O)Nc1ccc(S(=O)(=O)N2CCC(C(=O)O)CC2)cc1
1.0 | N[C@@H](Cc1ccc(O)cc1)c1nnc([C@H](CO)NC(=O)C2CCNCC2)o1
-0.9 | Cc1sc2nc(-c3cccnc3)nc(Cl)c2c1-c1ccccc1
1.9 | Nc1nc(N)c(N=Nc2ccc(C(=O)O)cc2)c(N)n1
-1.3 | COC(=O)[C@@H]1CCCN1C(=O)CCc1nnc(CCC2CCCCC2)o1

Later entries
TTR transcr act | mol
1.6 | CCOC(=O)c1ccc(NC(=O)N2CC(C)OC(C)C2)cc1 (configuration not stated)
0.1 | Cc1cccc(C)c1NC(=O)CN(C)c1ccc(C(F)(F)F)cn1
-0.9 | O=C(NN1C(=O)/C(=C/c2cccs2)SC1=S)c1cccnc1
-1.6 | CCCc1nn2c(=O)cc(COc3ccc(NC(=O)c4ccco4)cc3)nc2s1
0.2 | C=CCN(C)C(C#Cc1ccccc1)c1ccccc1C(F)(F)F (configuration not stated)
-0.1 | O=S(=O)(NCCc1ccc(F)cc1)c1ccc(F)cc1Br
-0.5 | Cc1ccc(NC(=O)CN2CCc3ccccc3C2)cc1
2.8 | Cc1ccc(C(=O)OCCc2c(C)[nH]n(-c3ccccc3)c2=O)cc1
0.3 | CC(C)(C)c1[nH]nc2c1C(c1ccco1)C(C#N)=C(N)O2 (configuration not stated)
-0.4 | Cc1ccnc(NC(=O)COC(=O)C23CC4CC(CC(C4)C2)C3)n1

Of the compounds above, 10 contain an NH in an aromatic ring:
TTR transcr act | mol
3.1 | Cc1cc(C(=O)N/N=C/c2ccc[nH]2)no1
1.7 | COc1ccc(-c2nc(=S)c3ccc4ccccc4c3[nH]2)cc1
0.5 | O=c1[nH]c2cc(Br)cnc2nc1/C=C(\O)c1ccc(F)cc1
-0.5 | COc1cccc(N2CC(O)Cn3c2nc2c3c(=O)[nH]c(=O)n2C)c1 (configuration not stated)
-0.4 | CC(C)(N[C@@H](Cc1ccccc1)C(=O)NCCc1c[nH]c2ccccc12)C(=O)NC1CCCCC1
2.0 | O=c1cc(O)c(-c2cccc(C(F)(F)F)c2)c(Cl)[nH]1
1.0 | Cc1[nH]cnc1C(=O)N/N=C/c1c(Cl)cccc1Cl
0.0 | C/C(=N\NC(=O)Cc1cc(=O)[nH][nH]1)c1cccc([N+](=O)[O-])c1
2.8 | Cc1ccc(C(=O)OCCc2c(C)[nH]n(-c3ccccc3)c2=O)cc1
0.3 | CC(C)(C)c1[nH]nc2c1C(c1ccco1)C(C#N)=C(N)O2 (configuration not stated)

Going on with the list:
TTR transcr act | mol
-0.3 | COc1ccc(OC)c(NC(=O)CSc2nncc3ccc(OC)c(OC)c23)c1
-0.8 | CC(C)[C@@H]1Cc2[nH]c(=S)[nH]c(=O)c2[C@H](C)O1
-0.8 | O=C(NC1CCCc2c1cnn2-c1ccccc1F)c1ccccn1 (configuration not stated)
-0.6 | Cc1cc(N2CCOCC2)nc(SCC(=O)OCc2ccccc2)n1
1.4 | O=C(CC1C(=O)NCCN1Cc1cccc(Oc2ccccc2)c1)NCCc1ccccn1 (configuration not stated)
0.3 | Cc1nc2cc(OC3(C)CCN(Cc4ccc(OC(F)(F)F)cc4)C3)ccc2s1 (configuration not stated)
-1.4 | COc1ccc(OC)c(C(=O)N2CCC(C(=O)c3ccc(F)cc3)CC2)c1
-1.3 | Cc1cc(=O)oc(C)c1C(=O)OC(C(=O)c1ccccc1)c1ccccc1 (configuration not stated)
-2.4 | O=C(c1sc2ccccc2c1Cl)N(Cc1ccco1)C1CCS(=O)(=O)C1 (configuration not stated)
0.4 | COC(=O)C1CCN(C(=O)c2cc(-c3ccco3)nc3ccccc23)CC1

TTR transcr act | mol
3.4 | N#CC(C(=O)NCCc1ccccc1)c1nc2ccccc2nc1N1CCOCC1 (configuration not stated)
-1.3 | CC(=N\NC(=O)c1ccc([N+](=O)[O-])cc1)/C(=N/O)C(=O)Nc1ccccc1
-0.2 | COCCCn1c(SCC(=O)Nc2ccccc2F)nnc1-c1ccoc1C
1.1 | COC(=O)/C=C1/N/C(=N\c2nc(C)cc(C)n2)N(c2ccc(C)c(C)c2)C1=O
-6.4 | O=C(Nc1ccccc1)Nc1cc(OCC(F)(F)F)cc(OCC(F)(F)F)c1
-2.4 | Cc1cc(-c2ccccc2)oc(=O)c1NC(=O)c1ccccc1
-2.5 | C=C(C)CC(NCc1ccco1)c1ccc(OC)cc1 (configuration not stated)
1.9 | CC(C)(C)C1=Nn2c(nnc2C2CCCCC2)SC1
-1.6 | Cc1ccc2c(c1)nnn2C1CCN(CC(=O)N(c2ccccc2)c2ccccc2)CC1
-1.1 | CN(CCc1ccccc1)C(=O)c1ccc(NC(=O)Cc2ccc(NC(=O)C3CCCN(C(=O)CCc4ccccc4)C3)cc2)cc1 (configuration not stated)

TTR transcr act | mol
-4.0 | O=C1NC(=Nc2ccccc2)S/C1=C/c1cccs1
-1.9 | CCOC(=O)[C@H]1[C@H]2COc3ccc(Br)cc3[C@@H]2N2C(=O)N(c3ccc(F)cc3)C(=O)[C@@]12C
1.4 | CCOc1ccccc1C=NNC(=O)c1cccc2ccccc12
-0.1 | CCOC(=O)c1cnc(-n2cc(C)cn2)nc1Nc1ccccc1OC
1.7 | CC1(C)O[C@@H]2[C@H](O1)[C@@H](CO)O[C@H]2n1c(N2CCCCC2)nc2c(N)ncnc21
-0.9 | O=C(CNCCc1ccccc1)Nc1ccc(C(=O)N2CCCCC2)cc1
0.6 | Cc1cccc(CC(=O)Nc2cc(C)c3c(=O)oc4ccccc4c3n2)c1
0.4 | CC(C)(C)S(=O)N1Cc2cc(C(=O)N3CCOCC3)nc(-c3cccc(Br)c3)c2[C@H]1CCO (some centres not stated)
-1.2 | CCCCn1c(N)c(N(C)C(=O)C2CC(=O)N(Cc3ccco3)C2)c(=O)[nH]c1=O (configuration not stated)
0.3 | CCOc1ccc(N2CC(C(=O)NCCc3ccccc3)CC2=O)cc1 (configuration not stated)

TTR transcr act | mol
5.2 | N/C(CN1CCSCC1)=N\OCc1c(F)cccc1Cl
-0.5 | CCc1nn(CC(=O)N2CCC(C)CC2)c(=O)c2cccn12
7.4 | Oc1[nH]c2ccccc2c1N=NC(=S)NCCc1ccccc1
-0.3 | O=C(CC1C[C@H](C(=O)N2CCOCC2)[C@@]2(CCC3CCCC3)c3[nH]c4ccccc4c3CCN2C1=O)NCCc1ccccn1 (some centres not stated)
-1.0 | CN(C)C(CNC(=O)CSc1nc2sc3c(c2c(=O)n1C)CCCC3)c1ccccc1 (configuration not stated)
2.6 | Cc1ccc(Cl)cc1N1CCN(C(=O)c2noc(C(C)C)c2[N+](=O)[O-])CC1
-0.6 | CCN(CC(=O)Nc1ccc(NC(C)=O)cc1)C(=O)c1cc2c(s1)CCCC2
3.2 | COc1ccc(CC(=O)Nc2ccc(OC(C)=O)cc2C(=O)O)cc1
1.9 | Cc1cc(=O)oc2c(C)c(OCC(=O)NCCCN3CCCC3=O)ccc12
0.1 | CSc1ccccc1NC(=O)CO/N=C(\C)c1cc2ccccc2o1

TTR transcr act | mol
-1.1 | CCc1nc2c(OCC(=O)c3ccc(F)cc3)cccn2c1N(C)C(=O)C(C)C
0.7 | N#Cc1c(NC(=S)NC(=O)C2CCCC2)sc2c1CCCCC2
1.4 | CCC(C(=O)N1CCN(Cc2ccc3c(c2)OCO3)CC1)n1nnc2ccccc2c1=O (configuration not stated)
-0.1 | CCOc1ccccc1N1CCN(CC(O)COc2ccc3c(C)cc(=O)oc3c2)CC1 (configuration not stated)
-0.8 | COc1ccc(CN(C(=O)c2ccc(C)cc2)C2CCS(=O)(=O)C2)cc1 (configuration not stated)
12* | O=C(Nc1ncccc1Cl)c1cccc(F)c1
7.9 | Cc1nn(-c2ccccc2)c(Cl)c1C(=O)NCC(C)C
8.4 | CCOC(=O)CSc1nnc(CNC(=O)c2ccc(OC)cc2OC)n1-c1ccc(OC)cc1
1.1 | COc1cccc2sc(NNC(=O)C3=COCCO3)nc12
-2.4 | Cc1cccc(NC(=O)c2cc(S(=O)(=O)N3CCCCC3)c[nH]2)c1C
1.5 | Cc1ccc(CSC2=NCCN2C(=O)C2CC2)cc1
0.4 | CC(C)(C)CC(=O)Nc1ccccc1N1CCN(c2ccc(F)cc2)CC1
-3.4 | O=C1c2cccc(OCC(=O)N3CCCc4ccccc43)c2CCN1Cc1ccc(F)cc1

An excerpt; the hit share may differ from the screen's.
